# High-throughput results deposited in PubChem by Broad Institute.
# GSIS activator = GLuc luminescence reporter in INS-1E cells, primary screen for activators of glucose-dependent secretion of insulin | hit rate 0.61% among 370,000 | activation, % at 16.6 µM | AID 743287, 2014 | INS-1E GLuc reporter insulin secretion, 2-3 h;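 active = lowest replicate activation of at least 40%, so every replicate reaches that level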;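 note: 0% = median of neutral control wells and 100% = median of IBMX positive control wells; some compounds called inactive have numbers as strong as hits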
# ERp5 inh = inhibitors of ERp5-driven insulin aggregation, primary screen, biochemical, turbidity, absorbance 650 nm, single point; Protein disulfide-isomerase A6 (Homo sapiens), Q15084; 90 min; inhibition, % at 9.99 µM; hit rate 0.05% among 350,000;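 active = mean replicate inhibition above about 25%, with every replicate also reaching it, limit read from the data, passing the limit was not always enough; inconclusive = only one of those two criteria met; inactive = neither criterion met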
# Target sequence (Q15084 whole entry, looked up): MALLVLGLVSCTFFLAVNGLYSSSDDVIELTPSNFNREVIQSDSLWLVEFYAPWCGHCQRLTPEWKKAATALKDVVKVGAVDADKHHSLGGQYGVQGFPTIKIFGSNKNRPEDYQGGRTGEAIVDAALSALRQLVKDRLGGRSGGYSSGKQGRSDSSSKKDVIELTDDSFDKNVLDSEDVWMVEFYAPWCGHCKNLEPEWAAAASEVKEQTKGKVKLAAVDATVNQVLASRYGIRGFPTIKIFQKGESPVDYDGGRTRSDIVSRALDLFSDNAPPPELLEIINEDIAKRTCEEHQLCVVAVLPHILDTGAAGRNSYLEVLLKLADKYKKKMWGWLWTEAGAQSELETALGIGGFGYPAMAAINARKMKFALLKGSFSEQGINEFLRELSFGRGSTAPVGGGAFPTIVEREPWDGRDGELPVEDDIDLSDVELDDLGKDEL
# DENV2 CPE rescue = inhibitors of DENV2 cytopathic effect, primary screen, cell-based, plate reader, single concentration; DENV2-infected cells, cytopathic effect rescue; CPE inhibition, % at 9.99 µM; hit rate 1.7% among 350,000; in the data active = CPE inhibition above about 20%, passing the limit was not always enough; inconclusive = no clear call, values can overlap the other calls; tested in BHK-21 cells;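 note: 0% = median of neutral control wells and 100% = median of positive control wells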
# XiGFP reactiv = activators of inactive X chromosome reactivation, primary screen, imaging, XiGFP fibroblasts, GFP high-content imaging, set 2; hit rate 0.055% among 360,000; activation, % at 7.58 µM; XiGFP mouse fibroblasts, % GFP-positive cells imaging, 3 d; cells co-treated with 5-aza-dC sensitizer; scaled so ellipticine positive control = 100%;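 active = mean normalized replicate activation at least 10% and every replicate at or above 10%; inconclusive = only one of the two criteria met; inactive = mean below 10% and not all replicates reach 10%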;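 note: 0% = median of on-plate neutral control wells and 100% = ellipticine 6 µM median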
#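 Schedule: 3 d treatment, 15 min room-temperature fixation; system: 68-5-11 XiGFP fibroblast line; buffer or medium: DMEM plus 5-aza-dC sensitizer; control set: ellipticine 6 µM positive control; compound: one concentration, pinned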
# ARNT TACC3 PPI = disruptors of ARNT/TACC3 protein interaction, primary screen, biochemical, AlphaScreen, single concentration; inhibition, % at 9.99 µM; AlphaScreen His-ARNT PAS-B/GST-TACC3 binding, luminescence; TACC3 fragment carries E629A point mutation; Transforming acidic coiled-coil-containing protein 3 (Homo sapiens), Q9Y6A5; AID 623870, 2012; hit rate 0.66% among 390,000;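 active = mean inhibition of replicates at least 50% and at least half of replicates each reaching 50%; inconclusive = half or more replicates reach 50% but mean below 50%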;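 note: 0% = complete ARNT plus TACC3 wells and 100% = ARNT alone without TACC3; many hits fall short of the cut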
# F508del corr = F508del CFTR correction, initial screen, CFBE line, single point; CFBE cells, YFP halide quenching; stimulated with forskolin plus potentiator P3; % fluorescence drop versus neutral controls; activity (quench increase), % at 7.58 µM; hit rate 0.36% among 350,000;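 active = mean added fluorescence quench of at least 8% versus neutral control, with both replicates also reaching 8%; inconclusive = only one of the mean or replicate conditions met; inactive = mean below 8% and not both replicates reaching 8%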;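 note: cells transiently co-express mutant CFTR-F508del with the halide-sensitive YFP; corrector assay measuring rescue of mutant channel to the surface after 24 h compound exposure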
# EWS-Fli block = EWS/Fli-driven NR0B1 reporter inhibitors, primary screen, A673 cells, NR0B1 luciferase, luminescence, MLPCN library; AID 651661, 2012; inhibition, % at 12.6 µM; hit rate 0.67% among 350,000; viability-normalised;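 active = mean inhibition of at least 50% after viability correction, with every replicate also passing that limit; inconclusive = mean reaches 50% but only one of two replicates passes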;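 note: firefly luciferase signal divided by Alamar Blue viability fluorescence both relative to DMSO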
# PAX8 inh HTS = inhibitors of PAX8-driven TPO luciferase reporter, primary screen, RMG-I cells, single concentration; SteadyGlo, 24 h; inhibition, % at 12.6 µM; hit rate 1.2% among 360,000; AID 652154, 2013;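 active = mean replicate inhibition at least 60% with every replicate also reaching 60%; inconclusive = only one of the two criteria is met; inactive = mean below 60% and not all replicates reaching 60%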;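 note: luciferase light reporting Pax8 driven TPO promoter activity; plate controls were median of neutral control wells for no effect and mitoxantrone controls for full effect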
# The depositor's hits bear a star; ? = inconclusive; / = no result given. Not a hit list. About 4.2% of those tested had a hit in this group.
# Results follow in this order: GSIS activator	ERp5 inh	DENV2 CPE rescue	XiGFP reactiv	ARNT TACC3 PPI	F508del corr	EWS-Fli block	PAX8 inh HTS
1. C[C@@H]1CN([C@H](C)CO)C(=O)c2cc(NS(=O)(=O)c3cccs3)ccc2O[C@H]1CN(C)S(=O)(=O)c1ccccc1
  -9	6	-6	-1.0	-14	0.0	-10	2
2. O=S(=O)(c1cccc(-c2nnc3n2CCCCC3)c1)N1CCOCC1
  16	-4	13	0.4	-4	-0.1	15	-19
3. COc1ccc(NC(=O)Nc2ccc3c(c2)C(=O)N([C@@H](C)CO)C[C@@H](C)[C@H](CN(C)CC2CCCCC2)OCCCC[C@@H](C)O3)cc1
  -22	3	-2	0.0	4	-3.5	-4	-9
4. COCC#Cc1ccc2c(c1)O[C@H](CN(C)C(=O)c1ccccc1)[C@H](C)CN([C@H](C)CO)S2(=O)=O
  -1	0	2	0.5	0	1.5	6	/
5. COc1ccccc1NC(=O)N(C)C[C@@H]1Oc2ncc(C#CC(C)C)cc2C(=O)N([C@H](C)CO)C[C@H]1C
  -10	/	/	-1.0	/	-0.1	0	1
6. CC(C(=O)N1CCc2ccccc21)N1CCN(S(=O)(=O)c2cccs2)CC1 (stereo not drawn)
  -21	4	-6	-0.1	5	-4.7	1	23
7. OC1CCN(c2c3c(nc4cc(-c5cccc(F)c5)nn24)CCCC3)CC1
  14	-4	-3	/	-6	4.0	-24	/
8. CN1CCN(CC(O)COCc2ccc3c(c2)OCO3)CC1 (stereo not drawn)
  9	7	10	/	35	2.8	-2	/
9. CCC(=O)Nc1ccc2c(c1)OC[C@@H](C)N(CC1CCOCC1)C[C@@H](C)[C@@H](OC)CN(C)C2=O
  16	1	2	-0.1	-13	2.6	8	-3
10. CCCCCC1CCC(c2nnc(SCC(C)=O)o2)CC1 (stereo not drawn)
  -7	3	-1	0.2	-1	-0.9	12	8
11. COc1ccc(S(=O)(=O)Nc2ccccc2C(=O)NCc2cccnc2)cc1OC
  12	4	-9	/	/	-1.6	-2	2
12. COC(=O)C(Cc1ccc(O)cc1)N1Cc2ccccc2C1=O (stereo not drawn)
  18	1	2	0.9	-2	-2.7	-103	-114
13. O=C(NCCc1ccc(Cl)cc1)c1cc2ccccn2n1
  4	?	-8	0.6	-2	-1.1	-34	-41
14. CC(C)(C)[S@@](=O)N1Cc2cc(C(=O)N3CCCCC3)nc(-c3cccc(Br)c3)c2[C@H]1CCO
  2	-8	-9	0.2	/	1.1	-2	0
15. COc1cc2c(cc1OC)CN(C(=O)c1ccc(OC)c(S(=O)(=O)N3CCCC3)c1)CC2
  24	-1	?	0.0	4	-2.6	-19	-12
16. COc1cc2c(cc1OC)C(c1cc3cc4c(cc3[nH]c1=O)OCO4)N(C(=O)C1CC1)CC2 (stereo not drawn)
  -30	0	-6	/	-4	1.5	3	/
17. CCCN(C)C[C@H]1OCCCC[C@H](C)Oc2ccc(NC(=O)Cc3ccccc3)cc2C(=O)N([C@@H](C)CO)C[C@H]1C
  -6	1	11	0.2	22	-1.5	-4	7
18. CC(Oc1ccccc1F)C(=O)NNC(=O)CCS(=O)(=O)c1ccccc1Cl (stereo not drawn)
  2	12	-5	0.2	2	0.0	5	-5
19. COC(=O)C1CCN(C(=O)COC(=O)[C@@H]2CC(O)CN2S(=O)(=O)c2ccc3c(c2)OCCO3)CC1 (stereo partly drawn)
  19	/	/	0.1	-1	/	/	-11
20. COc1ccc(O)c(CN2CCCC(C(=O)Nc3cccc(-n4cccn4)c3)C2)c1 (stereo not drawn)
  -12	6	-3	0.0	-2	-0.4	13	11
21. C/C(=C\c1ccc2c(c1)OCO2)C1Nc2cccc3cccc(c23)N1
  /	-1	-4	0.0	1	-1.8	-10	-19
22. CCc1nn(CC(=O)NC(C)CCc2ccccc2)c(=O)c2cc3cc(F)ccc3n12 (stereo not drawn)
  15	9	10	0.0	-5	2.2	-3	2
23. COc1ccccc1C1NC(=O)NC(C)=C1C(=O)Nc1cccc(C)c1C (stereo not drawn)
  1	-6	13	0.1	8	-0.7	-8	-1
24. Cc1cc2cc(CNC(=O)c3cccc([N+](=O)[O-])c3)ccc2[nH]1
  /	3	?	0.1	-3	1.5	-16	/
25. CN(CC(=O)Nc1cccc(F)c1)C(=O)c1ccc(OCc2ccccc2)cc1
  -8	12	-3	0.1	-1	-1.8	-7	-9
26. COc1ccc(NC(=O)Nc2ccc3c(c2)C(=O)N([C@@H](C)CO)C[C@H](C)[C@H](CN(C)S(=O)(=O)c2ccc(F)cc2)O3)cc1
  -8	/	2	0.1	5	0.8	13	3
27. O=C(c1ccc(F)cc1)C1CCN(C(=S)Nc2ccccc2Cl)CC1
  -4	6	3	0.1	8	-1.7	6	27
28. COc1ccccc1S(=O)(=O)N1CC[C@@H]2[C@H]1c1cc(-c3ccc(C#N)cc3)ccc1N[C@@H]2CO
  -1	-3	-28	0.0	-17	-0.3	12	-6
29. NS(=O)(=O)c1ccc(CCNC(=O)COC(=O)C2CCC2)cc1
  6	1	0	0.0	-2	-1.9	-2	-5
30. COc1ccc(N2C(=O)/C(=C/N(C)C)NC2=S)cc1
  -8	1	4	0.0	-2	0.6	-3	-5
31. Cc1ccc2nc(Nc3ccc(C)c(Cl)c3)c3nncn3c2c1
  /	-1	1	0.1	-6	1.0	-18	3
32. Cc1cc(NC(=O)C(C)Oc2ccc(Cl)cc2Cl)no1 (stereo not drawn)
  11	2	3	-0.1	1	0.2	-4	-19
33. CCCCNC(=O)c1nc(C2CCN(S(=O)(=O)c3c(F)cccc3F)CC2)oc1-c1ccccc1
  3	-3	1	/	/	4.3	19	35
34. CNC[C@@H]1Oc2cc(C#CC3CCCC3)ccc2S(=O)(=O)N([C@H](C)CO)C[C@H]1C
  2	-6	9	0.4	33	-1.6	-1	6
35. COCC(=O)N1CCC(Oc2ccc(C(=O)NCc3csc(C(C)C)n3)cc2)CC1
  -3	4	-2	0.1	3	0.8	-2	-3
36. COCCNC(=S)N/N=C(\C)c1ccccc1OC
  9	/	/	0.0	5	/	/	-30
37. C[C@H]1CN([C@@H](C)CO)C(=O)Cc2cc(NC(=O)CCC(F)(F)F)ccc2O[C@H]1CN(C)C(=O)Nc1ccc2c(c1)OCO2
  4	-2	11	0.0	-4	0.7	-14	-4
38. CC(C)Nc1ncnc2c1cnn2-c1ccccc1
  9	-2	8	0.1	3	-0.6	-115	-145
39. Cc1cccc(-c2ccc([C@H]3[C@H]4CN(C(=O)NC(C)C)CCCCN4[C@H]3CO)cc2)c1
  -8	-5	17	0.1	0	1.8	1	-4
40. Cc1ccc2nc3n(c(=O)c2c1)-c1cc2ccccc2cc1C(=O)NC3Cc1ccc(O)cc1 (stereo not drawn)
  -12	1	?	-0.2	/	-0.8	62*	50

[41] Cc1cc(C)cc(NC(=O)c2ccc3c(c2)CCN3S(C)(=O)=O)c1
[42] Cc1nn(Cc2ccccc2Cl)c(C)c1NC(=O)CCCn1nc([N+](=O)[O-])c(Cl)c1C
[43] CCOCCc1nn2c(=O)cc(CSCC(=O)Nc3ccccc3)nc2s1
[44] COc1ccc(NC(=S)N2CCC(NC(=O)c3ccccc3C)CC2)cc1
[45] O=C(c1ccc(Cn2ccc([N+](=O)[O-])n2)cc1)N1CCN(Cc2ccccc2)CC1
[46] COc1ccc([C@H]2C[C@H](O)[C@@H](n3cc(C4CC4)nn3)CN2CC2CCCCC2)cc1
[47] CS(=O)(=O)N1[C@@H]2c3ccc(-c4ccccc4F)c(=O)n3C[C@@H]2[C@@H](CO)[C@@H]1C(=O)NCC1CC1
[48] COc1ccc(NC(=O)N(C)C[C@H]2OCc3cn(nn3)CCCC(=O)N([C@@H](C)CO)C[C@H]2C)cc1

Compound,41,42,43,44,45,46,47,48
GSIS activator,-10,-17,4,-8,-9,-13,2,0
ERp5 inh,-3,/,2,-1,-4,1,1,-4
DENV2 CPE rescue,-4,/,?,-1,-1,-12,-4,0
XiGFP reactiv,0.1,0.0,0.0,0.4,0.1,0.0,0.3,0.6
ARNT TACC3 PPI,9,1,1,7,1,/,/,-3
F508del corr,-2.0,/,0.8,-0.5,2.9,0.4,1.3,1.9
EWS-Fli block,-23,/,1,0,10,2,-4,1
PAX8 inh HTS,-9,14,-4,-3,11,16,2,/

[49] Cc1ccc(C(=O)NCCNC(=O)c2ccccn2)cc1
[50] Cc1ccc(NC(=O)c2ccc([N+](=O)[O-])cc2Cl)nc1
[51] COc1ccc2ccccc2c1C=NN1CCCCC1
[52] O=C(C[C@@H]1C=C[C@H](NC(=O)C2CC2)[C@H](CO)O1)NCc1ccccc1Cl
[53] Cc1ccc(C2CCN(C(=S)NC3CCCCC3)C2)cc1 (stereo not drawn)
[54] CCc1ccc2c(c1)Sc1ccccc1CC2N1CCN(C)CC1 (stereo not drawn)
[55] CCOC(=O)C1(Cc2ccccc2)CCCN(C(=O)c2cnn(CC)c2)C1 (stereo not drawn)
[56] COc1ccccc1CN1C[C@@H]2C[C@@H](c3ccc4nsnc4c3)N3CCC[C@@]23C1=O
[57] COc1cc2c(=O)n(CCC(=O)NCC3CCCO3)c(=O)n(CC(=O)Nc3ccc(F)cc3)c2cc1OC (stereo not drawn)
[58] CC(O)(c1cccc(F)c1)c1nc(-c2ccoc2)cs1 (stereo not drawn)

Compound,49,50,51,52,53,54,55,56,57,58
GSIS activator,7,4,2,0,-14,19,26,0,5,-18
ERp5 inh,-1,-1,-2,-3,4,5,3,0,1,9
DENV2 CPE rescue,11,-1,-7,0,8,-17,-1,1,-1,-1
XiGFP reactiv,0.3,0.0,0.3,-0.4,-0.1,-0.1,0.1,0.1,0.3,0.0
ARNT TACC3 PPI,-1,2,/,1,-5,11,-3,-6,0,/
F508del corr,-1.9,-0.6,-0.8,2.6,-2.0,-0.6,1.3,1.9,-0.5,-1.8
EWS-Fli block,2,-70,-5,5,-8,21,/,4,3,-2
PAX8 inh HTS,-7,-114,-3,2,-11,21,-163,20,5,3
